# Assay outcomes from PubChem BioAssay.
# Mcl1 Bid PPI – Mcl-1/Bid interaction inhibition; 220,000 compounds, 0.97% hits; inhibition, % at 21.7 µM; AID 1021; Q07820; TR-FRET Mcl-1/Bid-Dy647 peptide binding, 1536-well;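 active = compounds that cut the binding signal by more than half at the single screening dose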;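 also: His-tagged Mcl-1 with europium anti-His antibody binding Bid BH3 peptide; 0% = Mcl-1 plus peptide wells and 100% = peptide-only wells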
# Target sequence (Q07820 whole entry, looked up): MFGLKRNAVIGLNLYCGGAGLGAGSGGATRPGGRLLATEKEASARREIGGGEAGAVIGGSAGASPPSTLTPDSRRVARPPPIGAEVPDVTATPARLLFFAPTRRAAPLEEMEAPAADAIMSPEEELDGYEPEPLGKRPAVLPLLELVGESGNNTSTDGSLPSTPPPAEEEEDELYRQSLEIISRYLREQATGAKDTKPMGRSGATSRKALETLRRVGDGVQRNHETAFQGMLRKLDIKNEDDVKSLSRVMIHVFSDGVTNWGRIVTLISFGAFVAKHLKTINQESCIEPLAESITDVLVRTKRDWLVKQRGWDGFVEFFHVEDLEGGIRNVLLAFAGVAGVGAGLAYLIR
# Bcl-B Bim block – human Bim-Bcl-B interaction inhibition | bead-based flow cytometry, Bim peptide-Bcl-B binding | 190,000 compounds, 0.073% hits | Q9HD36 | inhibition, % at 10 µM;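 also: 0% = tracer peptide without compound and 100% = reference inhibitor peptide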
# Target sequence (Q9HD36 whole entry, looked up): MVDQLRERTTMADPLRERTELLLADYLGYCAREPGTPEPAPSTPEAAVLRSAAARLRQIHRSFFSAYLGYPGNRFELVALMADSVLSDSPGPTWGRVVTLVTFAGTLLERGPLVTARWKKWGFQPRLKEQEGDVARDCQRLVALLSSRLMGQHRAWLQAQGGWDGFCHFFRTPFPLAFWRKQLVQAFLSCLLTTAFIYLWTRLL
# RGS4-Gao reg – human RGS4-Galphao interaction regulation; Multiplexed bead flow cytometry, RGS4-Galphao binding; actives lie on both sides; binding response (% of control), % at 10 µM; 220,000 compounds, 0.33% hits; AID 1415; in the data active = binding response below about 49% or above about 150%; inactive = in between;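 also: fluorescent Galphao activated with aluminum fluoride binding bead-coupled RGS4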
# RGS7-Gao reg – regulators of human RGS7-Galphao interaction; Multiplexed bead flow cytometry, RGS7-Galphao binding; actives lie on both sides; binding response (% of control), % at 10 µM; 220,000 compounds, 0.35% hits; in the data active = binding response below about 49% or above about 150%; inconclusive = no clear call, values can overlap the other calls; inactive = in between;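 also: fluorescent Galphao held in activated GDP-AlF4 state binding bead-coupled RGS7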
# Bcl-2 Bim block – disrupts Bim peptide binding to human Bcl-2 | P10415 | AID 950 | Bead-based flow cytometry, Bim peptide-Bcl-2 binding | inhibition, % at 10 µM | 190,000 compounds, 0.06% hits; in the data active = inhibition above about 40%; inconclusive = no clear call, values can overlap the other calls;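 also: 0% = no compound wells with probe peptide and 100% = reference peptide inhibitor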
# RGS8-Gao reg – regulators of human RGS8-Galphao interaction; P09471; multiplexed bead flow cytometry, RGS8-Galphao binding; actives lie on both sides; response (percent of control binding), % at 10 µM; 220,000 compounds, 0.34% hits; AID 1423; in the data active = response below about 60% or above about 140%; inactive = in between;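 also: Galphao activated as the GDP aluminium fluoride complex binding bead-coupled RGS8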
# GSH bead fluor – compound fluoresces at 488/530 nm on GSH beads; AID 1776; 190,000 compounds, 0.25% hits; GSH beads flow cytometry, compound fluorescence 488/530 nm; hits give high values; fluorescence (KMESF) at 10 µM; in the data active = fluorescence above about 89;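 also: glutathione beads carrying GST-tagged Bcl family fusion proteins plus one bare bead set; values are compound well signal with DMSO vehicle wells as background; inactives centre near 16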
# Bim-Bcl-XL – inhibitors of Bim-Bcl-XL interaction, human | Q07817 | Bim peptide-Bcl-XL binding, bead flow cytometry, fluorescence | inhibition, % at 10 µM | 190,000 compounds, 0.04% hits | AID 1007
# Target sequence (Q07817 whole entry, looked up): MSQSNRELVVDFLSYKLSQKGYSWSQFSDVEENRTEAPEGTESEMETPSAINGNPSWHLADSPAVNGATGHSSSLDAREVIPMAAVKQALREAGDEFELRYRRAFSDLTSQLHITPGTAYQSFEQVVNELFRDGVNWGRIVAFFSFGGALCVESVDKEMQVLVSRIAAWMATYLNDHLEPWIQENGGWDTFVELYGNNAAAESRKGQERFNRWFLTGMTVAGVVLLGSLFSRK
# Bim-Mcl-1 – human Bim-Mcl-1 interaction inhibition | Q07820 | Bead-based flow cytometry, Bim peptide-Mcl-1 binding | inhibition, % at 10 µM | 190,000 compounds, 0.1% hits;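 also: 0% = no compound tracer wells and 100% = peptide blocker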
# Bfl-1 Bim block – disrupts Bim binding to human Bfl-1 | 190,000 compounds, 0.12% hits | inhibition, % at 10 µM | Bead-based flow cytometry, Bim-Bfl-1 binding inhibition;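 also: 0% = wells without compound plus tracer and 100% = blocker peptide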
# Bcl-W Bim block – inhibitors of Bim-Bcl-W interaction, human; Q92843; bead-based flow cytometry, Bim peptide-Bcl-W binding; inhibition, % at 10 µM; 190,000 compounds, 0.02% hits; AID 952;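 also: 0% = bound tracer without compound and 100% = peptide blocker; higher means less fluorescent Bim peptide bound to Bcl-W beads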
# The depositor's hits bear a star; ? = inconclusive; . = not tested or not shown. Rule as the data show it, unless noted: active = inhibition above about 40%.
Mcl1 Bid PPI,Bcl-B Bim block,RGS4-Gao reg,RGS7-Gao reg,Bcl-2 Bim block,RGS8-Gao reg,GSH bead fluor,Bim-Bcl-XL,Bim-Mcl-1,Bfl-1 Bim block,Bcl-W Bim block,smiles
-44,-14,100,98,-4,100,7,-6,-5,0,-2,Cn1cccc1CC(=O)NNC(=S)Nc1ccc(F)cc1
-25,-9,103,103,-8,103,35,-8,-6,-16,-4,COc1ccccc1C(=O)Nc1ccc(N2CCCCC2)cc1
-3,-2,99,99,-3,100,13,-3,-3,0,0,CCCCOCCCNC(=O)c1ccc2c(c1)OCO2
-11,-8,97,100,-7,98,23,-5,-1,-10,-1,CC1(C(=O)NC2CCCCC2)CCC(=O)N1Cc1cccnc1 (stereo not drawn)
-20,-11,113,112,-10,107,31,-7,-3,-12,0,O=[N+]([O-])c1ccc(NCCCNS(=O)(=O)c2ccc(Cl)cc2)c(Cl)c1
-18,-7,104,104,-3,104,6,-6,-5,-1,-2,C/C(Cn1cnc([N+](=O)[O-])n1)=N\NC(=O)c1ccc(Br)cc1
-4,-7,100,98,-7,104,24,-3,1,-5,0,CC(NC(=O)c1noc2c1CCCCC2)c1ccccc1 (stereo not drawn)
1,0,98,94,-5,100,52,0,-4,-4,-1,CCN1CCN(S(=O)(=O)c2ccc(Br)s2)CC1
-3,-15,105,102,-12,106,36,-10,-6,-21,-3,S=C(NCCSCc1ccccc1Cl)Nc1ccccc1
-12,-13,97,98,-10,98,34,-17,-5,-15,-3,O=c1[nH]c(CN2CCN(c3ccccc3O)CC2)nc2ccccc12
16,-6,104,103,-5,100,58,1,2,-13,2,O=C(O)c1ccc(-c2ccccc2C(F)(F)F)o1
-25,-2,95,96,-5,99,8,-4,0,-1,-1,Cc1noc(C)c1C(=O)OCC(=O)c1ccc[nH]1
-25,0,104,102,-5,98,11,-4,1,-2,0,CCCC(=O)Nc1ccc2oc(=O)ccc2c1
3,1,102,99,-1,100,18,-2,-1,-2,-2,CCOC(=O)c1ccc2nc(NC(NC(C)=O)(C(=O)OC)C(F)(F)F)sc2c1 (stereo not drawn)
1,0,100,93,-3,101,21,-3,0,0,-3,COc1cc2c(cc1OC)C(C(=O)Nc1ccccn1)C(c1cccnc1)N(C)C2=O (stereo not drawn)
11,-10,98,100,-14,99,28,-6,-4,-18,-1,CC1(C)CC(=O)C(C=NCC2CCN(C(=O)Nc3ccc(Cl)c(Cl)c3)CC2)=C(O)C1
-5,-17,100,98,-5,100,13,-4,-3,-9,-1,CCOc1ccc(-n2c(O)c(/C=N/c3ccnn3Cc3ccncc3)c3ccccc3c2=O)cc1
-73,4,106,114,13,109,14,8,-6,5,2,COC(=O)/C(=N\Nc1ccc(Cl)cc1)Sc1nnc(-c2ccc(OC)cc2)n1C
-44,13,100,105,0,98,9,2,44*,0,-1,CCc1nnc(NS(=O)(=O)c2ccc(N=CC3=C(O)CC(C)(C)CC3=O)cc2)s1
-9,-13,99,97,-13,101,12,-9,-7,-16,-7,Cn1c(Cn2cnc([N+](=O)[O-])n2)nnc1SCC(=O)Nc1cccc(Cl)c1
12,-9,92,93,-10,94,36,-9,-4,-20,-2,CCn1c(SCC(=O)c2ccc(Cl)cc2)nnc1-c1cccs1
-27,0,102,101,0,102,19,-3,-2,1,-1,Cc1ccc(OCC(=O)Nc2ccc3c(c2)nc(CCN2CCOCC2)n3C)cc1
-13,-4,97,100,2,102,10,0,0,-1,-1,COc1ccccc1N/C(=N/S(=O)(=O)c1ccc(C)cc1)c1ccccc1
-33,-2,100,97,-4,104,17,-1,0,-5,-1,CC(=O)Nc1ccc(N2CCOCC2)c(Cl)c1
-34,-3,99,99,0,99,23,0,0,0,1,O=C(CSCc1ccc([N+](=O)[O-])cc1)N/N=C/c1ccncc1
-42,1,91,88,4,91,9,0,0,0,1,COC(=O)c1c(C)[nH]c(C(=O)CN2CCOCC2)c1C
-19,-11,101,93,-6,99,38,5,-2,-10,2,Cc1ccc(NC(=O)CSCC(=O)Nc2ncc3c(n2)CC(c2ccco2)CC3=O)cc1 (stereo not drawn)
.,-2,97,100,0,98,37,0,0,0,0,CCOC(=O)C1=C(C)NC(=O)C(C(N)=O)C1c1ccccc1 (stereo not drawn)
-13,-3,101,100,-3,100,14,-3,0,-6,-2,Cc1ccc(-c2onc3ccc(C4OCCO4)cc23)cc1
-28,0,98,103,0,99,5,1,-2,4,1,CC(C)CCn1nc(C(=O)OC(C)C(=O)NC(N)=O)c2ccccc2c1=O (stereo not drawn)
-2,-1,97,101,-3,101,22,-2,-7,5,-3,COc1ccc(N2CCN(C(=O)c3ccc(N(C)S(=O)(=O)c4ccc(OC)cc4)cc3)CC2)cc1
-11,-6,104,106,-9,102,52,-13,3,-14,10,N#Cc1c(N)nc(SCc2ccncc2)c(C#N)c1-c1cccs1
-5,-4,104,105,-10,103,25,-5,-3,-16,0,Cc1nnc(SCC(=O)Nc2ccccc2N2CCOCC2)s1
-14,-2,100,101,-2,101,25,-3,-2,-2,-4,CCc1nc(N2CCC3(CC2)OCCO3)c2nnn(Cc3ccccc3Cl)c2n1
-11,-5,96,99,-5,97,29,2,1,-10,-1,CCOC(=O)CNC(=O)c1cn(CC)c(=O)c2cc(OC)c(OC)cc12
10,-8,103,98,-8,102,46,3,-1,-9,2,CCOC(=O)COc1nc(OC)nc(N2CCOCC2)n1
-19,-5,107,?,-2,110,12,-1,-2,-6,-4,CCOC(=O)c1nc(NCc2ccccc2C)c2ccccc2n1
-10,-3,102,104,0,102,21,0,-1,-2,-2,CCCCCCNC(=O)C(=O)NCCc1ccc(Cl)cc1
9,-5,105,109,-6,108,12,-3,0,-9,-1,COCCN1Cc2cccc(C(=O)NCc3cccnc3)c2C1=O
-16,0,90,?,0,92,19,-2,1,-3,1,O=C(COC(=O)c1cc(Br)ccc1Cl)NC1CCCC1

# 3 records drawn at random from the list so far:
Mcl1 Bid PPI,Bcl-B Bim block,RGS4-Gao reg,RGS7-Gao reg,Bcl-2 Bim block,RGS8-Gao reg,GSH bead fluor,Bim-Bcl-XL,Bim-Mcl-1,Bfl-1 Bim block,Bcl-W Bim block,smiles
-11,-5,96,99,-5,97,29,2,1,-10,-1,CCOC(=O)CNC(=O)c1cn(CC)c(=O)c2cc(OC)c(OC)cc12
-19,-5,107,?,-2,110,12,-1,-2,-6,-4,CCOC(=O)c1nc(NCc2ccccc2C)c2ccccc2n1
-16,0,90,?,0,92,19,-2,1,-3,1,O=C(COC(=O)c1cc(Br)ccc1Cl)NC1CCCC1

# More structures
Mcl1 Bid PPI,Bcl-B Bim block,RGS4-Gao reg,RGS7-Gao reg,Bcl-2 Bim block,RGS8-Gao reg,GSH bead fluor,Bim-Bcl-XL,Bim-Mcl-1,Bfl-1 Bim block,Bcl-W Bim block,smiles
-10,-1,100,99,0,96,31,-1,-5,-4,-1,NS(=O)(=O)c1ccc(CCNc2ncnc3c2c(-c2ccccc2)cn3-c2ccc(F)cc2)cc1
-27,-4,102,99,-1,101,6,-4,5,-3,4,O=C(NCc1ccco1)C(c1cccnc1)N(C(=O)Cn1nnc2ccccc21)c1ccc(F)cc1 (stereo not drawn)
-21,-3,107,104,0,103,13,-1,0,-4,-2,COc1cc(C(=O)NCCCN(C)C)ccc1OCC(=O)Nc1cccc(C(F)(F)F)c1
-20,0,101,103,-4,100,17,0,-2,-2,0,COc1ccc(CCNC(=O)c2c(C)cc(=O)oc2C)cc1OC
-27,-2,102,?,-5,101,20,-3,-1,-3,-2,CC(C)(O)C#Cc1ccc(C(=O)N2CCN(c3ccc([N+](=O)[O-])cc3)CC2)cc1
-10,0,97,101,-2,100,11,-2,-2,-5,0,CNC(=O)CS(=O)CC(=O)Nc1cc(OC(C)C)c(Cl)cc1Cl (stereo not drawn)
-26,-4,101,101,-3,99,11,-4,2,-8,-3,O=C1/C(=C/c2cccnc2)CCc2c1[nH]c1ccccc21
-4,0,99,99,0,101,17,0,-6,-3,0,Cc1cc(N2C(=O)C3C4C=CC(C4)C3C2=O)ccc1Br (stereo not drawn)
-40,4,99,96,7,97,13,2,1,6,0,C=CCn1c(CNC(=O)c2cccs2)nnc1SCc1ccc(Cl)cc1Cl
9,0,104,101,-1,104,25,1,0,3,-4,CCN(CCNC(=O)C1CCN(S(=O)(=O)c2cccc3nsnc23)CC1)c1ccccc1
-18,-10,103,103,-3,102,16,-14,-25,-4,-7,CC(C)(C)Cc1cc(N)on1
-61,6,103,107,6,98,9,4,17,7,17,CN1CCS/C1=C/C=C1\SC(=S)N(CC(=O)O)C1=O
-17,0,102,?,1,101,13,1,3,-3,1,Cn1cnnc1SCC(=O)Nc1ccc(OC(F)F)cc1
-6,2,90,86,-4,81,12,0,3,3,0,COc1ccc(CCn2c(SCCN3CCCCC3)nc3ccccc3c2=O)cc1OC
10,-3,.,.,0,.,15,-2,2,-1,0,O=C(CSc1n[nH]c(-c2ccc(S(=O)(=O)N3CCCCC3)cc2)n1)Nc1nccs1
2,-3,99,102,0,99,18,-2,-5,-3,-2,CCOc1ccc(OCCCN(C)C)cc1
-58,-12,85,82,0,88,5,1,-2,4,3,Oc1ccc(/C=N/NC(=S)Nc2cccnc2)cc1O

# Nothing new here: an excerpt of the list.
Mcl1 Bid PPI,Bcl-B Bim block,RGS4-Gao reg,RGS7-Gao reg,Bcl-2 Bim block,RGS8-Gao reg,GSH bead fluor,Bim-Bcl-XL,Bim-Mcl-1,Bfl-1 Bim block,Bcl-W Bim block,smiles
-18,-10,103,103,-3,102,16,-14,-25,-4,-7,CC(C)(C)Cc1cc(N)on1
-61,6,103,107,6,98,9,4,17,7,17,CN1CCS/C1=C/C=C1\SC(=S)N(CC(=O)O)C1=O
-17,0,102,?,1,101,13,1,3,-3,1,Cn1cnnc1SCC(=O)Nc1ccc(OC(F)F)cc1
-6,2,90,86,-4,81,12,0,3,3,0,COc1ccc(CCn2c(SCCN3CCCCC3)nc3ccccc3c2=O)cc1OC
